GalR3 antag = GalR3 antagonists in HEK293 cells, primary screen, cell-based, fluorescence readout | HEK293 GalR3-CNG cAMP membrane potential fluorescence; galR3 body fused to GalR1 C-terminus | inhibition, % at 3 µM | actives 0.44% (n = 360,000);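 active means inhibition above the screen-wide average plus 3 SD, cut at about 13% in these data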;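 further: forskolin and galanin both at EC90 stimulate the cells; cAMP rise reported by CNG channel membrane potential dye signal; 0% = forskolin plus galanin with DMSO and 100% = forskolin alone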
PHOSPHO1 inh = PubChem AID 1565; Phosphoethanolamine/phosphocholine phosphatase (Homo sapiens), Q8TCT1; recombinant PHOSPHO1, absorbance phosphatase assay; inhibition, % at 13.3 µM; actives 1.1% (n = 290,000); in the data active means inhibition above about 60%
pCIP destab = p/CIP-EGFP fusion destabilizers, primary screen, fluorescence, F442A cells; decrease of EGFP signal, % at 10 µM; 16 h; actives 0.01% (n = 290,000);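 active means EGFP signal decrease of at least 30% at 10 µM or well 3 SD below plate mean, unless failing retest; inactive means the rest, including hits failing retest or dose response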; further: some compounds called inactive have numbers as strong as hits; many of its hits are not listed in these tables
MEKK3 PB1 HTS = modulators of MEKK3-MEK5 PB1 binding, primary screen, biochemical, wildtype MEKK3, multiplex bead flow cytometry, Alexa488-MEK5 | bead-based flow cytometry, Alexa488-MEK5 binding to MEKK3; actives lie on both sides; 0 = blocked by unlabeled MEK5, 100 = vehicle | binding response (% of control), % at 10 µM | AID 1529, 2009 | actives 1.4% (n = 290,000) | Mitogen-activated protein kinase kinase kinase 3 (Homo sapiens), Q99759;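 active means binding response more than 3 SD above or below the average of its plate-row segment, actives on both sides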;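 further: Alexa488 bead fluorescence after subtracting the streptavidin-only scavenger bead signal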
Target sequence (Q99759 whole entry, looked up): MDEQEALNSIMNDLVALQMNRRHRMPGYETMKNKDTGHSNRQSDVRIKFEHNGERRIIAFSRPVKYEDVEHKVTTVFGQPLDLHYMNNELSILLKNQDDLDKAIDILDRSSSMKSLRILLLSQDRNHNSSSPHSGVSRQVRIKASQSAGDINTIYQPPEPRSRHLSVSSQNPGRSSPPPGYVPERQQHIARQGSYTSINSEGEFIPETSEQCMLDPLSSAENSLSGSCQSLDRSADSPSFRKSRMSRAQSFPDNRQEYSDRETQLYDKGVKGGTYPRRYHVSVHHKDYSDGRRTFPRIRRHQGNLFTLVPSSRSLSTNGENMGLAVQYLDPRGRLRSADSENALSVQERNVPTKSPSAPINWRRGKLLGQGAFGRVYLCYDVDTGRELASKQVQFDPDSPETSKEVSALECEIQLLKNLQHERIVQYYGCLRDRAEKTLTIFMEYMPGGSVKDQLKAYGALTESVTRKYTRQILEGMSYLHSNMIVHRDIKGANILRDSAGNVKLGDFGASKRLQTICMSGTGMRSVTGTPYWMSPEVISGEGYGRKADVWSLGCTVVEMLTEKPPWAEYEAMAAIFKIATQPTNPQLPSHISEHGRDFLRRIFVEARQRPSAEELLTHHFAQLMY
IDE inh = human IDE inhibitors in live cells, primary screen, fluorescence polarization, HEK cells, FAbetaB substrate; actives 0.41% (n = 320,000); inhibition, % at 5.59 µM; AID 434962, 2010; FAbetaB cleavage; Insulin-degrading enzyme (Homo sapiens), P14735;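 active means percent inhibition above the average of all tested compounds plus 3 SD, set per screening campaign, cut at about 16% in these data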;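 further: IDE supplied by intact live HEK cells; FP after avidin binding of uncleaved biotin substrate so inhibition keeps polarization high; 0% = DMSO wells and 100% = 60 µM reference IDE inhibitor Ii1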
CRFR2-BP ag = agonists of CRF-BP/CRF-R2 complex, primary screen, cell-based, HEK293, calcium dye fluorescence, uHTS; CRF-binding protein / CRF receptor 2 complex (human); calcium dye fluorescence (FLIPR); percent of saturating CRF peptide response; activation, % at 13.2 µM; actives 0.46% (n = 350,000); AID 588473, 2011;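 active means activation of at least 50%, plus an integration ratio under a set limit after plate pattern correction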;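 further: plate controls were neutral control wells without compound for no effect and CRF at EC100 for full effect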
IDE cell activ = human IDE activators in live cells, primary screen, fluorescence polarization, HEK cells, FAbeta-B substrate; Insulin-degrading enzyme (Homo sapiens), P14735; FAbeta-B cleavage; 0% vehicle, 100% cell-free pure enzyme wells; activation, % at 5.96 µM; actives 0.073% (n = 340,000); AID 493087, 2011;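 active means activation above the mean of all tested compounds plus 3 SD, set per screening campaign, cut at about 17% in these data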
CHRM4 PAM = human M4 muscarinic receptor positive allosteric modulators, primary screen, CHO-K1 cells, Fluo-8 calcium fluorescence; AID 624126, 2012; CHO-K1 hM4/Gqi5, ACh EC20; 0% = ACh EC20, 100% = maximal ACh; Muscarinic acetylcholine receptor M4 (Homo sapiens), P08173; activation, % at 3 µM; actives 0.4% (n = 360,000);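 active means activation above its plate's cutoff, the mean activation of sample wells plus 3 SD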; further: some results filed as inactive read as strong as hits
Target sequence (P08173 whole entry, looked up): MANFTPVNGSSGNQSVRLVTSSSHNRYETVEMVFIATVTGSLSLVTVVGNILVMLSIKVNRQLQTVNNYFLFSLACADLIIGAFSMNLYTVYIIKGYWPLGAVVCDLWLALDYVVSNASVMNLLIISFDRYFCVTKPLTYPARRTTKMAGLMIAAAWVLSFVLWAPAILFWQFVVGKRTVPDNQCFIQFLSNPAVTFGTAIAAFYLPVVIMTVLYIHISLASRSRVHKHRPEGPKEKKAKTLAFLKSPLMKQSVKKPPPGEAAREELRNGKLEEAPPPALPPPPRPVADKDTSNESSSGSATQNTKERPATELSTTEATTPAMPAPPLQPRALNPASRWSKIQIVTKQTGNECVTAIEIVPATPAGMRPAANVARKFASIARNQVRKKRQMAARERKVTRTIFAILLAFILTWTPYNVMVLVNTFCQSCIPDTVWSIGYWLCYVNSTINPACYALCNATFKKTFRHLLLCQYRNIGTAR
CRFR2-BP antag = antagonists of CRF-BP/CRF-R2 complex, primary screen, cell-based, HEK293, calcium dye fluorescence, uHTS | CRF-induced calcium fluorescence | inhibition, % at 11.8 µM | actives 0.59% (n = 350,000) | AID 588475, 2011;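 active means inhibition of the ligand-induced calcium signal above about 50% at the single tested concentration, limit read from the data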
* = called active by the depositor; / = no result given.

SMILES	GalR3 antag	PHOSPHO1 inh	pCIP destab	MEKK3 PB1 HTS	IDE inh	CRFR2-BP ag	IDE cell activ	CHRM4 PAM	CRFR2-BP antag
CC(/C=C/c1ccc2c(c1)OCO2)=N/NC(=O)c1ccncc1	3	18	4	96	-2	-2.0	6	-4	2
O=C(NC1CCCC1)c1nc2c(nnn2Cc2cccc(Cl)c2)c(=O)[nH]1	-6	-2	1	88	0	-0.2	-3	-1	2
Cc1cccc(-c2nc3cc([N+](=O)[O-])ccc3o2)c1	-1	6	-13	105	3	-0.8	2	3	7
CCn1c(SC)nc(O)c(C(c2ccc(OC)c(O)c2)c2c(O)nc(SC)n(CC)c2=O)c1=O	1	6	7	/	4	0.4	4	-3	-10
COCCOC(=O)C1=C(C)N(c2ccccc2)C(=S)NC1c1ccccc1C(F)(F)F (stereo unspecified)	-4	24	-4	115	1	-4.5	-6	17	12
O=C(CSc1ccsc1[N+](=O)[O-])N1CCN(c2ccccn2)CC1	0	57	-6	94	-2	1.7	6	3	24
CCN(C(=O)Cn1c([N+](=O)[O-])cnc1C)c1ccccc1	-6	19	2	107	1	-0.2	-2	0	3
CC(C)C[C@@H](CN1C(N)=NC[C@@H]1C)NC(=O)CC12CC3CC(CC(C3)C1)C2	-3	/	/	/	4	-1.2	-1	2	9
CCCCN(C)C(=O)Cn1cnc2sc(C)cc2c1=O	1	1	-5	103	-1	0.1	3	3	-15
CC(=O)Nc1ccc(S(=O)(=O)N2CCC(n3cnc4cc(F)ccc43)CC2)cc1	-5	-33	-8	103	-4	0.1	-1	-1	3
O=C(CSc1ccc(Cl)cc1)Nn1cnnc1	-2	34	12	101	-5	0.6	0	3	-26
CC(C)Cc1nc2ccc(N)cc2[nH]1	-1	20	-10	107	2	-0.1	0	-6	-3
CCN(CCn1cccn1)Cc1cn[nH]c1-c1ccc(OC)cc1F	-3	31	-13	93	-4	1.6	-3	-5	-41
O=C(NCC(=O)N1CCOCC1)c1ccc(Br)cc1	5	28	-11	100	5	-1.9	4	7	-10
COCCOC(=O)c1[nH]c2c(c1C)C(=O)CC(c1cc(OC)c(OC)c(OC)c1)C2 (stereo unspecified)	-9	27	-22	99	7	0.4	2	-2	-3
CCCCNc1nc(Nc2ccc(C)c(Cl)c2)c2cnn(C)c2n1	-6	16	5	104	-7	4.0	10	6	-26
Cc1nnc(NC(=O)C2CCN(S(=O)(=O)c3ccc(F)c(Cl)c3)CC2)o1	-4	/	/	/	/	0.8	-7	-2	2
CCN(CC)C(=O)Oc1ccc2cc(Br)ccc2c1	-5	-16	-2	110	1	2.2	3	2	-18
COc1cc(CNCCCN2CCOCC2)cc(Br)c1OCc1ccc(Cl)cc1	-13	8	-10	105	1	10	4	-11	10
CC(=O)NCC(=O)N(c1ccccc1)C1(C(=O)NC2CCCCC2)CCCCC1	-3	9	2	102	4	0.9	-1	10	16
NCC(O)COc1ccc2c(c1)OCO2 (stereo unspecified)	-2	-8	-18	97	4	-0.1	3	10	7
COc1ccc(Cl)cc1Nc1nc(C)nc2c1nnn2Cc1ccccc1	9	/	1	96	8	3.3	4	8	-13
CCCNC(=O)c1ccc(N2CCC3(CC2)CC(c2ccccc2)=NO3)c(NC(=O)c2ccccc2)c1	-4	-7	-10	98	-2	0.3	5	-6	2
Cc1cn([C@H]2C[C@H](O)[C@@H](COS(=O)(=O)O)O2)c(=O)[nH]c1=O	3	/	/	/	5	-3.6	4	5	-14

Two entries picked at random from the list so far:
SMILES	GalR3 antag	PHOSPHO1 inh	pCIP destab	MEKK3 PB1 HTS	IDE inh	CRFR2-BP ag	IDE cell activ	CHRM4 PAM	CRFR2-BP antag
NCC(O)COc1ccc2c(c1)OCO2 (stereo unspecified)	-2	-8	-18	97	4	-0.1	3	10	7
COc1ccc(Cl)cc1Nc1nc(C)nc2c1nnn2Cc1ccccc1	9	/	1	96	8	3.3	4	8	-13

(continued)
SMILES	GalR3 antag	PHOSPHO1 inh	pCIP destab	MEKK3 PB1 HTS	IDE inh	CRFR2-BP ag	IDE cell activ	CHRM4 PAM	CRFR2-BP antag
CCN(CC)S(=O)(=O)c1ccc(N2CCOCC2)c(NC(=O)COc2ccccc2C)c1	-7	/	/	/	-4	0.4	3	9	-9
COc1ccc(C2C(C(N)=O)=C(C)Nc3nc(-c4cccc(Cl)c4)nn32)cc1OC (stereo unspecified)	-1	10	6	98	2	-1.2	0	-3	-8
N/C(=N\OC(=O)CSc1ccccc1)c1ccc([N+](=O)[O-])cc1	-1	-9	8	99	3	-0.2	2	-10	14
CC(NC(=O)COC(=O)c1ccc([N+](=O)[O-])s1)c1ccccc1 (stereo unspecified)	-11	-7	-10	103	7	2.1	0	12	-12
CCOC(=O)N1CCc2c(sc3[nH]c(=S)[nH]c(=S)c23)C1	/	-140	-9	90	-4	5.0	/	/	7
CC(=O)Nc1ccc(S(=O)(=O)NCC(=O)NNC(=O)c2csc(N3CCOCC3)n2)cc1	0	/	/	/	2	1.3	0	2	5
CN1C(=O)Cn2c1nc1ccccc12	0	-5	-4	80	1	4.3	6	11	-12
CC12CCC(=O)N1C(C(=O)Nc1nc(-c3ccccc3Cl)cs1)CS2 (stereo unspecified)	-4	/	/	/	3	-1.2	-1	-6	-19
CCn1cc(C(=O)NCCCOC)c(=O)c2cc(S(=O)(=O)N(C)C)ccc21	3	16	-8	103	-2	0.0	-2	2	3
O/N=C1/CCc2nonc2/C1=N/O	3	-3	-5	100	3	1.6	-1	5	9
COC(=O)c1ccc(NC(=O)c2ccccc2-c2ccccc2C(=O)O)cc1	-1	29	7	102	3	-1.9	1	2	18
CCCCn1c(SCC(=O)NCc2ccccc2)nc2ccc(N3CCOCC3)cc2c1=O	-5	10	4	101	8	0.1	1	-6	13
Cc1ccc(C)c(S(=O)(=O)Nc2ccc(C(N)=O)cc2)c1	0	32	-10	100	3	0.9	-3	1	9
C=CCCC(=O)NC1CCCc2c1cnn2-c1ccccc1F (stereo unspecified)	-8	/	0	106	2	-0.2	2	-7	2
CN(C(=O)COc1ccc2c(-c3ccccc3)cc(=O)oc2c1)C1CCS(=O)(=O)C1 (stereo unspecified)	-8	31	-11	103	1	2.2	-2	-6	19
CCOC(=O)[C@H]1[C@H]2COc3ccc(Br)cc3[C@@H]2N2C(=O)CN(Cc3ccc(F)cc3)C(=O)[C@@]12C	1	/	/	/	5	1.5	1	2	-6
COC(=O)c1ccc(OCCOc2ccccc2)cc1	0	-5	-14	99	-2	-5.4	2	-1	29
CCCNC(=O)c1c(NC(=O)C2COc3ccccc3O2)sc2c1CCCC2 (stereo unspecified)	-1	-11	2	95	3	-0.7	9	-5	-2
CN1CCC(N(C)C(=O)c2ccc(Cl)c(S(=O)(=O)N3CCc4ccccc43)c2)CC1	-9	/	/	/	1	8.8	0	11	-21
O=C(CNC(=O)c1ccco1)NCC(=O)OCc1ccc(F)cc1	-8	40	-12	98	-1	-1.2	-4	2	-1
CCN1CCN(CCOc2ccccc2-c2ccccc2)CC1	-4	19	-2	102	-2	-1.4	5	-1	8
Cc1csc(C(=O)NCC(=O)NNC(=O)c2cccc(Cl)c2)c1	2	29	8	90	-1	0.9	-2	4	-7
COc1ccc(-n2c(SCC(=O)N3CCOCC3)nnc2C(C)N2CCCCC2)cc1 (stereo unspecified)	/	25	-2	106	-2	-0.5	/	/	-5
O=C(O)c1ccccn1	/	/	/	/	-2	0.1	8	2	-21
COc1cccc(-n2c(Cc3cc(=O)[nH]c(=O)[nH]3)nnc2SCC(=O)Nc2ccccc2)c1	-3	-7	-6	100	3	3.4	2	-2	-1
CSc1nc2nc(-c3ccccc3)cc(=O)n2[nH]1	-2	11	5	101	3	3.1	5	20	16
N#CCCN1CCN(C(=S)c2ccc(-c3ccc(Cl)c(Cl)c3)o2)CC1	0	67*	-3	104	8	1.1	1	-10	5
COc1ccc(C(=O)N(C)CCCC2CCCC2)cc1OC1CCN(C(C)=O)CC1	0	43	-12	101	0	-0.4	-3	-1	-11
Cc1nn(C)c(C(=O)NNC(=S)NCc2ccccc2)c1Cl	-4	/	1	97	/	0.8	6	-1	11
Cc1ccccc1-c1nnc(-c2ccc(Cl)cc2)o1	-10	-3	-25	102	5	-1.6	0	5	-22
O=C(/C=C/c1ccccc1)N1CCC(c2ccccc2)C1 (stereo unspecified)	-1	-10	3	94	-1	-0.8	1	4	-5
O=C(O)c1sccc1S(=O)(=O)N1CCCCC1	-5	/	/	/	/	-1.3	/	8	-7
O=C(Cn1c(-c2ccccc2)noc1=O)NCc1ccccc1	-2	4	-13	110	0	-1.8	2	-1	44
CCCCC[n+]1ccn(-c2nc3ccccc3nc2[N-]S(=O)(=O)c2ccccc2)c1	-5	0	-3	102	6	-2.0	3	-3	-14
CC(C)c1ccc(C(=O)NC(=S)Nc2ccc3[nH]c(=O)[nH]c3c2)cc1	4	19	-11	102	-1	-2.1	1	-12	-1
CCN(CC)S(=O)(=O)c1ccc(OC)c(NC(=O)CCS(=O)(=O)Cc2ccccc2)c1	-3	43	8	110	2	-0.3	-3	1	-7
Cc1cc2ncn(-c3ncccc3[N+](=O)[O-])c2cc1C	-8	4	-9	99	-1	0.8	-2	1	23
CC(C)(C)NC(=O)COC(=O)c1ccccc1NC(=O)c1ccco1	-4	11	-1	108	4	0.7	2	-3	-3
CC1CCCCC1NC(=O)CSc1nncn1N (stereo unspecified)	0	41	-3	104	3	-2.7	8	14	2
COc1cccc(-c2cc(C(F)(F)F)nc(N3CCN(c4ccccc4)CC3)n2)c1	-6	2	-8	107	-4	0.7	0	-3	-12
CCS(=O)(=O)N1Cc2ccccc2CC1C(=O)N1CCN(c2ccccc2)CC1 (stereo unspecified)	-3	58	2	96	-6	-0.1	2	7	-1
Cc1ccc(C)c(C(=O)CC2(O)C(=O)Nc3ccccc32)c1 (stereo unspecified)	-5	31	4	105	10	0.5	-1	-1	-21
CN1CCN(C(=O)c2cnn(-c3ccccc3)c2NC(=O)c2ccccc2Br)CC1	-8	16	7	99	7	-0.7	3	3	-5
CCCCOc1ccccc1N1CCN(CCCN2C(=O)C3CCCN3C2=O)CC1 (stereo unspecified)	-12	/	-10	110	-1	-2.7	6	-3	1
CC(=O)c1cnc2cc(-c3ccc(Cl)cc3)nn2c1C	3	16	-14	99	5	6.2	0	10	-57
CC(C)(C)c1cc(Cl)c(O)c(NC(=S)NC(=O)c2cccnc2)c1	7	-20	-9	98	-1	1.6	2	-1	-9
CC(=O)NC12CC3CC(C1)CC(C(=O)N(C)Cc1cccc(Cl)c1Cl)(C3)C2	7	25	-11	99	/	1.0	1	-1	15
O=C(N/N=C/c1cn(-c2cccs2)nc1-c1ccccc1)c1ccccc1O	-4	-5	-10	102	7	18	3	-14	0
O=[N+]([O-])c1ccccc1OCC(O)CNC1CCCC1 (stereo unspecified)	-5	38	-2	92	-6	-0.2	2	-5	3
CN(CCOc1ccccc1)C(=O)C1CCC(=O)N(CCCN2CCOCC2)C1 (stereo unspecified)	0	18	-12	103	0	3.0	3	-9	-5
